# Source: PubChem BioAssay (several laboratories)
# IDE cell inh – inhibitors of human insulin-degrading enzyme in cells. inhibition, % at 5.59 µM. P14735. 320,000 tested, 0.41% active. HEK cells, FAbetaB cleavage, fluorescence polarization;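 active = percent inhibition above the average of all tested compounds plus 3 SD, set per screening campaign, cut at about 16% in these data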;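 note: IDE supplied by intact live HEK cells; FP after avidin binding of uncleaved biotin substrate so inhibition keeps polarization high; 0% = DMSO wells and 100% = 60 µM reference IDE inhibitor Ii1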
# GalR3 antagonist – blocks the human galanin receptor 3; O60755; 360,000 tested, 0.44% active; AID 651719; HEK293 GalR3-CNG cAMP membrane potential fluorescence; galR3 body fused to GalR1 C-terminus; inhibition, % at 3 µM;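 active = inhibition above the screen-wide average plus 3 SD, cut at about 13% in these data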;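 note: forskolin and galanin both at EC90 stimulate the cells; cAMP rise reported by CNG channel membrane potential dye signal; 0% = forskolin plus galanin with DMSO and 100% = forskolin alone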
# Target sequence (O60755 1-299 limits assumed): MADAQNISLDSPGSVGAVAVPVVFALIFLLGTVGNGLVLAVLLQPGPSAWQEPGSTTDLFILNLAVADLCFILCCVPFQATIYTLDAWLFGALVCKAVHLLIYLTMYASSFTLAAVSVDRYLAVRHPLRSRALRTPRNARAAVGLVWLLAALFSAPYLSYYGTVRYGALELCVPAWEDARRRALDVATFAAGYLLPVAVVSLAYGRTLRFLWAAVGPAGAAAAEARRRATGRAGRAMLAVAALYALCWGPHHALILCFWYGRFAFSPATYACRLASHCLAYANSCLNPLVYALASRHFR
# IMP-1 inhibitor – blocks Pseudomonas aeruginosa IMP-1 metallo-beta-lactamase | purified IMP-1, nitrocefin hydrolysis, epi-absorbance fluorescence | inhibition, % at 5.6 µM | 290,000 tested, 0.45% active;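 active = inhibition above the mean plus 3 SD of all compounds in the same screening run, cut at about 4.5% in these data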;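 note: 0% = IMP-1 with DMSO and 100% = DMSO wells lacking enzyme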
#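 Assay system: purified IMP-1; Quantity: IMP-1 0.2 nM before substrate addition; Medium: HEPES buffer pH 7.1 with ZnSO4 and Brij 35; Incubation: 15 min enzyme–compound preincubation, then 25 min nitrocefin reaction, 25 °C; Signal: fluorescence quenching readout, ex 480/em 530 nm; Controls: DMSO with and without IMP-1; Repeats: singlicate testing.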
# CRFR2-BP antag – blocks CRF-induced signaling of the CRF-BP/CRF-R2 complex. HEK293 CRF-R2/CRF-BP, CRF-induced calcium fluorescence. inhibition, % at 11.8 µM. 350,000 tested, 0.59% active. AID 588475;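 active = inhibition of the ligand-induced calcium signal above about 50% at the single tested concentration, limit read from the data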
# p-CIP stab down – lowers stability of the mouse p/CIP coactivator protein. Q05BA5. F442A p/CIP-EGFP cells, EGFP fluorescence, 16 h. decrease of EGFP signal, % at 10 µM. 290,000 tested, 0.01% active;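 active = EGFP signal decrease of at least 30% at 10 µM or well 3 SD below plate mean, unless failing retest; inactive = the rest, including hits failing retest or dose response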; note: some compounds called inactive have numbers as strong as hits; many of its hits are not listed in these tables
# VIM-2 inhibitor – inhibitors of Pseudomonas aeruginosa VIM-2 metallo-beta-lactamase; purified VIM-2, nitrocefin hydrolysis, epi-absorbance fluorescence; inhibition, % at 5.6 µM; 290,000 tested, 0.89% active; AID 1527;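 active = inhibition above the mean of all tested compounds plus 3 SD, cutoff set per screening run, cut at about 7.5% in these data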;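 note: red hydrolysis product quenches plate fluorescence so inhibitors raise well fluorescence; 0% = enzyme with DMSO and 100% = DMSO without enzyme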
# SUMO HTRF inh – blocks human SUMOylation mediated by UBC9. inhibition, % at 35 µM. HTRF SUMOylation assay, SAE1/SAE2 + UBC9, in vitro. 290,000 tested, 0.36% active; in the data active = inhibition above about 50%, passing the limit was not always enough; note: strong numbers were not always called active
# Target sequence (P63279 whole entry, looked up): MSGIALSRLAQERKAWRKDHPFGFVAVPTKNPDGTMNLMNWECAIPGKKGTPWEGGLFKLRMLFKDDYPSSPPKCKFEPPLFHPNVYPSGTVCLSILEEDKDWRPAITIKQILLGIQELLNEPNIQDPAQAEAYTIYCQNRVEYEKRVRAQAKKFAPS
# IDE act – boosts human insulin-degrading enzyme activity in HEK cells; FAbeta-B cleavage, fluorescence polarization; 0% vehicle, 100% cell-free pure enzyme wells; 340,000 tested, 0.073% active; P14735; activation, % at 5.96 µM; AID 493087;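 active = activation above the mean of all tested compounds plus 3 SD, set per screening campaign, cut at about 17% in these data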
# HCV NS3 hel inh – HCV NS3 helicase inhibition | inhibition, % at 10.9 µM | AID 1800 | 290,000 tested, 0.56% active | NS3 helicase DNA unwinding, Cy5 molecular beacon fluorescence;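 active = inhibition above the mean of all tested compounds plus 3 SD, set per campaign, cut at about 35% in these data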;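 note: 0% = DMSO wells and 100% = thioflavine S control wells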
#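 Assay system – hepatitis C virus NS3 helicase domain fragment enzyme · Buffer or medium – MOPS pH 6.5, MgCl2, DTT, Tween20, BSA · Reagent – Cy5/quencher beacon DNA duplex and ATP to start · Compound – single 10.9 µM dose · Timing – 1 h at 25 °C · Technique – Cy5 beacon fluorescence read at start and 1 h · Measure – % inhibition of unwinding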
# Numbers without * were called inactive; nt = not tested or not shown; & = joins results of further samples.
SMILES,IDE cell inh,GalR3 antagonist,IMP-1 inhibitor,CRFR2-BP antag,p-CIP stab down,VIM-2 inhibitor,SUMO HTRF inh,IDE act,HCV NS3 hel inh
CCN1CCN(C(=O)c2cc(COc3ccc(F)cc3F)on2)[C@@H](C)C1=O,0,-7,0.2,-2,-12,1.1,15,1,-3
CC12C(=O)N(c3ccccn3)C(=O)C1C1C=CC2C1 (centres undefined),-1,2,-4.5,1,2,-2.5,-1,5,1
CC(C)(C)n1nc2c(c1NC(=O)CCCc1ccccc1)CS(=O)C2 (centres undefined),4,0,-4.8,-9,-2,0.0,-1,5,-3
Cc1ccc2cccc(NC(=S)NC(=O)c3ccnn3C)c2n1,9,-1,-3.1,-6,-8,6.0,-35,3,-6
Cc1ccc(N2C(=O)c3ccc(C(=O)N4CCN(Cc5ccccc5)CC4)cc3C2=O)cc1,8,-8,-2.2,-17,4,0.1,-2,7,-11
CCN(CC(=O)NCc1cccs1)C(=O)CN(C)S(=O)(=O)c1ccc(C)cc1,3,1,nt,1,nt,nt,nt,0,nt
COc1ccc(CNC(=O)CCCn2nc(C)n3ccnc3c2=O)cc1,10,nt,-2.9,23,0,-1.9,15,3,2
Oc1ccc(Cl)cc1CNCc1ccc(Cl)nc1,-4,-7,nt,-24,nt,nt,nt,-3,nt
O[C@@H]1CN(Cc2ccc(-n3cccn3)cc2)CC[C@H]1N1CCN(c2ccccc2F)CC1,0,-3,0.3,-13,-22,-0.1,18,4,3
Cc1cc(C)nc(NC(=O)c2ccc(C)c([N+](=O)[O-])c2)n1,-5,-3,-1.4,12,-2,-1.2,16,-3,-9
O=C1NC(=O)/C(=C\c2ccc(OCc3cccc(C(=O)O)c3)c(Cl)c2)N1,-4,-5,-1.3,-12,10,-0.9,19,-3,13
COc1ccccc1Nc1nnc(SCc2nnc(-c3cc(OC)c(OC)c(OC)c3)o2)s1,0,3,-6.4,-40,-2,-5.6,-3,-2,-1
CCc1cccc2c1Sc1ccccc1CC2N1CCNCC1 (centres undefined),-4,-5,nt,-18,nt,nt,nt,3,nt
CCOc1ccc2[nH]c3nc(SCC(=O)NC4CC4)nnc3c2c1,-7,-8,-2.1,1,-18,-1.0,17,1,9
COc1ccc(CCNC(=O)c2ccccc2-c2ccccc2C(=O)O)cc1OC,-5,-10,0.1,11,-4,1.6,-10,4,8
CCOC(=O)C1CCN(c2c(NCc3ccc(C(=O)NCCC(C)C)cc3)c(=O)c2=O)CC1,0,10,-2.6,9,-12,-2.9,10,3,-3
Cc1ccc(C(=O)N2c3ccccc3CC2C)o1 (centres undefined),-1,-2,-1.3,4,0,-0.9,13,3,-6
Cc1occc1-c1nnc(SCC(=O)Nc2ccccc2)n1C(C)c1ccccc1 (centres undefined),3,1,1.1,-5,-13,0.4,6,-1,-5
Cc1cc(C)cc(N2CCCn3c2nc2c3c(=O)[nH]c(=O)n2C)c1,1,nt,-2.8,-2,-2,3.2,6,5,2
O=C(CSc1nc2ccccc2s1)NCCCN1CCOCC1,1,-2,-0.3,-3,3,-3.2,23,-1,6
Cc1[nH]c(C)c(S(=O)(=O)NCC(C)c2ccccc2)c1C(=O)N1CCCCC1 (centres undefined),1,-7,0.6,10,-9,-1.7,-13,3,10
O=C(NCCC1CC1(Cl)Cl)c1ccc([N+](=O)[O-])cc1 (centres undefined),2,-10,-3.7,-2,-5,-2.0,3,5,-1
CCn1cc(S(=O)(=O)c2ccccc2)c(=O)c2cc(F)c(N3CCN(C)CC3)cc21,-4,7,-1.0,21,1,6.5,12,-1,2
O=C(Nc1cccnc1)c1cc(Br)c(Br)s1,5,-5,nt,-9,nt,nt,nt,-4,nt
O=C(O)CC/C(=N\Nc1ccc([N+](=O)[O-])cc1S(=O)(=O)N1CCOCC1)c1cccs1,1,-2,-2.9,-1,-14,1.0,10,0,17
CCCCOC(=O)c1ccc(N=Nc2c(C)c(C#N)c(O)[nH]c2=O)cc1,-6,2,-3.6,-11,-10,-0.7,32,5,19
Cc1[nH]nc(N=CC2=C(O)CC(C)(C)CC2=O)c1-c1ccccc1,1,-3&-4,-3.1,0&-4,6,-3.1,-4,5&3,-1
Nc1ccc(CC2SC(=O)NC2=O)cc1 (centres undefined),0,-3,-1.5,-14,-3,-2.9,14,6,2
Cc1cc(OCCCn2ccnc2)ccc1C(C)C,4,-4,-3.6,13,-1,-3.5,3,3,-11
COc1ccccc1C(=O)Nc1ccnn1C1CCN(Cc2cn(C)c3ccccc23)CC1,-4,1,-2.5,3,0,-2.7,8,7,-70
Cc1cc(C(F)(F)F)n2nc(-c3cccs3)cc2n1,1,-1,-0.8,-16,-9,0.7,14,1,-9
Cc1cc(=O)[nH]c(SCC(=O)NCc2ccc3c(c2)OCO3)n1,-1,-9,-3.0,3,-8,-1.3,8,7,6
N#CC1=C(N)Oc2c(ccc3cccnc23)C1c1ccccc1 (centres undefined),-4,-9,-2.9,-18,-11,1.1,6,5,19
C=CCSc1nncn1/N=C/c1ccc(OC)cc1,1,-3,0.1,-38,0,3.5,22,-2,-6
Cc1cccc(N(Cc2ccccc2)C(=O)c2cc(S(=O)(=O)N3CCOCC3)ccc2F)c1,4,-1,nt,26,nt,nt,nt,-7,nt
CCOC(=O)Nc1ccc2c(c1)N(C(=O)CN1CCN(C)CC1)c1ccccc1S2,6,-6,-5.7,-23,9,-6.5,-2,1,-14
C[C@@H]1O[C@@H](OCCC(=O)O)[C@H](O)C[C@H]1O,1,-6,nt,3,nt,nt,nt,3,nt
COCCn1c(=N)c(C(=O)NCCc2ccccc2)cc2c(=O)n3cccc(C)c3nc21,4,1,-2.3,10,nt,-2.6,nt,6,8
Cc1nnc(SCC(=O)N2N=C(c3ccc(Cl)cc3)CC2c2ccco2)[nH]c1=O (centres undefined),1,2,-0.7,4,10,-2.2,17,-3,10
C/C(=N\NC(=O)Cc1ccccc1[N+](=O)[O-])c1cccnc1,-4,3,0.1,11,-14,-1.0,4,3,2
COc1cccc(NC(=O)COC(=O)CNC(=O)C2CCCCC2)c1,0,-1,nt,-5,nt,nt,nt,1,nt
COc1ccc(Nc2c(-c3ccco3)nc3ccc(C)cn23)cc1,1,-9,-3.2,10,-3,-0.9,10,-2,2
COc1cccc(CN2CC(C(=O)NCCC3=CCCCC3)CCC2=O)c1 (centres undefined),2,-3,-0.5,5,5,2.2,-7,5,3
O=C(CCn1c(=O)oc2ccccc21)Nc1ccccc1,5,-4,0.2,18,-12,-1.2,18,5,-4
CCOC(=O)/C(C#N)=C/c1c(N2CCCCCC2)nc2ccccn2c1=O,3,-8,-2.9,11,-8,-0.3,10,0,-16
COC(=O)c1ccc(-n2nnnc2SCc2nn[nH]n2)cc1,8,-1,-2.6,0,0,-4.3,-7,5,-3
Nc1nc(NCc2ccco2)nc(Nc2cccc(F)c2)c1[N+](=O)[O-],1,-5,-0.3,-12,3,0.8,6,2,7
CCOC(=O)C1(Cc2cccc(OC)c2)CCCN(C(=O)c2cc(CC(C)C)[nH]n2)C1 (centres undefined),1,-1,-2.8,2,3,1.4,-1,3,2
Cn1c(NC(=O)c2ccccc2NC(=O)C(C)(C)C)nc2ccccc21,4,1,-2.2,21,-5,-1.6,19,-6,-6
O=P(c1ccccc1)(c1ccccc1)C(O)c1ccccn1 (centres undefined),-2,-6,-1.7,-3,0,-2.8,13,nt,4
# Next part.
SMILES,IDE cell inh,GalR3 antagonist,IMP-1 inhibitor,CRFR2-BP antag,p-CIP stab down,VIM-2 inhibitor,SUMO HTRF inh,IDE act,HCV NS3 hel inh
O=C(Nc1ccc(N2CCN(C(=O)c3ccco3)CC2)cc1)c1ccc([N+](=O)[O-])cc1Cl,0,-2,-1.7,6,-4,-0.6,6,-1,3
CC(=O)Nc1ccc(NC(=O)CN(c2ccc(C34CC5CC(CC(C5)C3)C4)cc2)S(C)(=O)=O)cc1,-4,2,-2.2,-12,-11,-1.2,20,2,-2
COc1cccc(CNC(=O)C2CCCN(S(=O)(=O)c3ccc4c(c3)C(C)(C)C(=O)N4C)C2)c1 (centres undefined),5,-4,0.8,-10,-14,1.3,1,8,13
O=C(CNC(=O)c1ccccc1)N=Nc1c(O)[nH]c2ccc(Br)cc12,6,-10,-4.8,5,4,-4.2,2,-1,9
CCN(CC)C(=O)c1nc[nH]c1C(=O)O[C@@H](C)c1ccccc1,-2,-2,nt,2,nt,nt,nt,4,nt
CCOc1ccc(C(=O)Nc2ccc(NC(=O)c3ccco3)c(Cl)c2)cc1Br,7,1,-2.2,-5,-3,-2.8,0,-7,-1
CCN(Cc1nc(-c2ccc(OC)cc2)no1)C(=O)c1ccoc1C,2,-8,-4.0,6,-1,-0.9,-11,4,-4
COc1ccc(CCNC(=O)C2CCN(C(=O)c3ccc(C(C)(C)C)cc3)CC2)cc1,3,-2,-4.3,3,-20,-3.3,-11,-1,4
Cc1ccc(S(=O)(=O)N(CC(=O)O)Cc2ccccc2F)cc1,-8,-5,2.6,9,-7,1.8,14,4,1
COc1ccc(Cc2nnc(NC(=O)C3CCCO3)s2)cc1 (centres undefined),-3,-4,-0.3,-1,-6,-1.5,6,2,3
COc1ccc(CN(C)CC(=O)Nc2c(C)cccc2C)c(OC)c1,-3,1,-5.6,3,-2,-1.3,10,2,2
O=C(Cn1[nH]c(=O)c2ccccc2c1=O)OCC(=O)c1ccc(F)c(F)c1,4,1,nt,-4,nt,nt,nt,0,nt
Cc1cccc(OCC(O)Cn2c(=N)n(CCN3CCOCC3)c3ccccc32)c1 (centres undefined),3,-9,-2.6,-8,-12,-4.7,9,5,4
O=C(COC(=O)c1n[nH]c2ccccc12)NCCc1ccc(Cl)cc1,5,36*,nt,-10,nt,nt,nt,4,nt
Cc1ccc2nc(-c3ccc(NC(=O)CCS(=O)(=O)c4ccccc4)cc3)sc2c1,5,-4,-2.7,-19,-14,-3.1,27,-2,-8
CCOC(=O)c1[nH]c(C)c(C(=O)N2CCOCC2)c1C,-2,2,-2.7,0,-9,-2.5,19,2,3
O=C1CC2(CCN(C(=O)c3ccc([N+](=O)[O-])cc3)CC2)Oc2ccccc21,0,-3,nt,12,nt,nt,nt,0,nt
c1ccc(COC2CCCN(Cc3nc(Cc4ccccc4)no3)C2)cc1 (centres undefined),4,-1,0.7,1,-9,0.9,-23,-2,2
CCOc1ccccc1NC(=O)C1(S(=O)(=O)c2ccc(Cl)cc2)CC1,5,-9,-3.5,10,-6,-2.4,-16,3,4
COC(=O)c1cc(C(=O)c2cc(Br)ccc2O)coc1=N,-2,4,-0.6,-18,-2,4.0,6,-3,5
